TIM10 inh: TIM10 yeast growth inhibition. hit rate 1.4% among 330,000. inhibition, % at 10 µM. AID 463195. S. cerevisiae TIM10 strain growth, BacTiter-Glo luminescence, 24 h;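 active = inhibition of 40% or more at the single tested concentration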;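 note: wild-type TIM10 isogenic control strain grown at permissive 25 °C; 0% = DMSO yeast wells and 100% = minimal medium wells without yeast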
beta cell repl: induces beta-cell replication in MIN6 cells | MIN6 cells proliferation, ATPlite luminescence, 48 h; cells starved in 0.2% serum; 100% = growth in 10% serum | proliferation, % at 10 µM | hit rate 0.29% among 330,000 | AID 2380;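 active = compounds whose signal lies at least 3.5 SD above the mean of all wells on their plate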;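 note: 0% = DMSO-treated cells in low-serum medium and 100% = 10% serum control; some compounds called inactive have numbers as strong as hits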
GRIN3A LBD mod: modulators (binders) of human NR3A ligand-binding domain | NR3A LBD differential scanning fluorimetry, Tm shift; 0% = protein alone, 100% = glycine-bound protein | Tm shift relative to glycine control, % at 25 µM | hit rate 2.5% among 340,000 | AID 1259313;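 active = melting temperature shift of at least 10% of the positive control shift, at one fixed dose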
NLRP3 yeast inh: NALP3 inhibition in yeast; Yeast reconstituted NLRP3/ASC/caspase-1, beta-gal luminescence, 24 h; inhibition, % at 10 µM; hit rate 0.39% among 330,000; AID 2825;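 active = inhibition of 50% or more; inactive = inhibition below 50%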;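 note: plate controls were induced DMSO wells for no effect and uninduced yeast grown without galactose for full effect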
MPTP block: permeability transition pore inhibition; isolated mouse mitochondria, Ca2+ swelling absorbance, 30 min; inhibition, % at 10 µM; hit rate 1.4% among 360,000; AID 602449;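 active = inhibition of 50% or more, scaled per plate between neutral and stimulator controls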;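 note: 0% = DMSO wells given calcium and 100% = 1 mM EGTA wells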
APJ antagonist: APJ receptor antagonism | CHO-K1 APJ beta-arrestin complementation, luminescence | P35414 | inhibition, % at 20 µM | hit rate 0.32% among 330,000;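 active = inhibition above about 40% at 20 µM, limit read from the data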;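 note: cells challenged with 10 nM apelin-13 agonist together with compound; plate controls were apelin-13 plus DMSO wells for no effect and DMSO wells lacking apelin-13 for full effect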
Target sequence (P35414 whole entry, looked up): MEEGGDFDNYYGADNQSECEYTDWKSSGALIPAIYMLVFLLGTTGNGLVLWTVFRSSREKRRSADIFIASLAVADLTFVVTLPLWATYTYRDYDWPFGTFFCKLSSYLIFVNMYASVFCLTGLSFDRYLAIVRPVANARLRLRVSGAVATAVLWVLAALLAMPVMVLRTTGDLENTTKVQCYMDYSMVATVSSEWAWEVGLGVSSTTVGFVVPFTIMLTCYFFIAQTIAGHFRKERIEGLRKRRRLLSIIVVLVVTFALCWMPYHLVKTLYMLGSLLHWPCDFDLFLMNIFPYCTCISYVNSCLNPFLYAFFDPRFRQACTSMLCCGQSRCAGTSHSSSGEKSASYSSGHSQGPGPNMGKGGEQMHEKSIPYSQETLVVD
tim23-1 inh: inhibits growth of tim23-1 mutant yeast; S. cerevisiae tim23-1 growth, BacTiter-Glo luminescence, 24 h; inhibition, % at 20 µM; hit rate 1.3% among 330,000; AID 463212;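 active = growth inhibition of the mutant yeast at or above 50%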;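 note: temperature-sensitive mutant grown at 25 °C; plate controls were DMSO-treated mutant yeast for no effect and medium wells lacking yeast for full effect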
tim10-1 inh: tim10-1 yeast growth inhibition | AID 463190 | inhibition, % at 20 µM | hit rate 2.2% among 330,000 | S. cerevisiae tim10-1 ts strain growth, BacTiter-Glo, 24 h;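 active = inhibition of at least 40%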;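 note: mutant grown at 25 °C; 0% = DMSO wells with yeast and 100% = wells holding no yeast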
APJ ag: activates the human apelin receptor APJ; CHO-K1 APJ PathHunter beta-arrestin, luminescence; 0% DMSO wells, 100% apelin; activation, % at 20 µM; hit rate 0.11% among 330,000; AID 2520;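 active = activation more than six SD over the plate average, tested at 20 µM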;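 note: 0% = DMSO alone and 100% = apelin-13 at 10 nM; some results filed as inactive read as strong as hits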
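Assay system: engineered CHO-K1 APJ arrestin reporter cells; Amount: 1000 CHO-K1 reporter cells seeded per well; Dosing: one dose, 20 µM compound, 1% DMSO; Times: compound stimulation 90 min at 25 °C, detection 60 min; Measured by: luminescent beta-gal fragment complementation, chemiluminescent substrate; Read-out: APJ–arrestin association signal; Controls: DMSO vs Apelin-13 10 nM.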
* hit, by the source's call; / = not tested or not shown.

#	SMILES	TIM10 inh	beta cell repl	GRIN3A LBD mod	NLRP3 yeast inh	MPTP block
1	Cc1ccc2cc3c(N)c(C(=O)Nc4c(C)[nH]c(=O)[nH]c4=O)sc3nc2c1	7	-3	-2	4	0.3
2	COc1ccccc1NC(=O)c1nnn(CC(=O)Nc2ccccc2)c1N	15	0	-4	-16	-0.8
3	CC12CCC(=O)N1C(C(=O)N1CCN(S(=O)(=O)c3ccc(F)c(F)c3)CC1)CS2 (stereo unspecified)	8	-3	0	19	-1.4
4	COc1ccc(N=Cc2c(O)cc(C)oc2=O)cc1	1	-2	1	1	1.4
5	O=C(NCc1ccco1)c1c(O)c2cccc3c2n(c1=O)CCC3	17	8.8*	0	22	0.9
6	CCCCc1cc(O)c(CCCC)c(O)c1	-3	-4	-2	51*	2.0
7	O=C(CSc1ccc(-c2cccnc2)nn1)N1CCCC1	8	-1	-1	22	1.5
8	CCc1cc[n+](C2=C([O-])c3ccccc3C(=O)/C2=N\S(=O)(=O)c2cccs2)cc1	6	0	1	7	-0.8

#	APJ antagonist	tim23-1 inh	tim10-1 inh	APJ ag
1	3	-2	-1	-2
2	-18	-3	-3	4
3	4	10	-2	3
4	12	4	14	-2
5	-8	7	-27	-1
6	-25	53*	35	13*
7	-6	8	3	-3
8	-55	23	-2	3

Random excerpt: five entries already listed
#	SMILES	TIM10 inh	beta cell repl	GRIN3A LBD mod	NLRP3 yeast inh	MPTP block
3	CC12CCC(=O)N1C(C(=O)N1CCN(S(=O)(=O)c3ccc(F)c(F)c3)CC1)CS2 (stereo unspecified)	8	-3	0	19	-1.4
2	COc1ccccc1NC(=O)c1nnn(CC(=O)Nc2ccccc2)c1N	15	0	-4	-16	-0.8
5	O=C(NCc1ccco1)c1c(O)c2cccc3c2n(c1=O)CCC3	17	8.8*	0	22	0.9
4	COc1ccc(N=Cc2c(O)cc(C)oc2=O)cc1	1	-2	1	1	1.4
6	CCCCc1cc(O)c(CCCC)c(O)c1	-3	-4	-2	51*	2.0

#	APJ antagonist	tim23-1 inh	tim10-1 inh	APJ ag
3	4	10	-2	3
2	-18	-3	-3	4
5	-8	7	-27	-1
4	12	4	14	-2
6	-25	53*	35	13*

Additional records follow:
#	SMILES	TIM10 inh	beta cell repl	GRIN3A LBD mod	NLRP3 yeast inh	MPTP block
9	C=CC[C@H](CC(=O)N(CCO)Cc1ccccc1)C(=O)NC[C@@H](OC(=O)[C@@H](CC=C)Cc1ccc(F)cc1)c1ccccc1	4	-6	-4	23	1.7
10	Cc1ccc(S(=O)(=O)N(CC(=O)Nc2ccc(C(N)=O)cc2)C(=O)N2CCN(C)CC2)cc1	-2	-3	-1	-4	-1.4
11	COc1cccc(CNC(=S)Nc2cc(C)ccc2C)c1	32	-3	0	31	-1.4
12	CC(=O)Nc1cccc(C(=O)N2CCN(Cc3ccccc3)CC2)c1	-5	-2	-1	15	-1.6
13	O=C(Cc1ccccc1)NC(NNc1ccccc1)(C(F)(F)F)C(F)(F)F	21	1	1	5	2.0
14	CC(=O)c1ccc(S(=O)(=O)NCCC(=O)OC(C)C(=O)Nc2ccc(F)cc2)cc1 (stereo unspecified)	5	-1	0	12	-2.4
15	NC(=O)COC(=O)CC1CC2CCC1C2 (stereo unspecified)	-8	1	-1	-1	-0.5
16	O=C(c1cccc([N+](=O)[O-])c1)N1CCN(c2n[nH]c(=O)[nH]c2=O)CC1	6	1	0	12	-1.0

#	APJ antagonist	tim23-1 inh	tim10-1 inh	APJ ag
9	4	20	16	2
10	7	-13	3	6
11	1	7	35	-3
12	-4	0	9	-2
13	12	23	20	-25
14	20	5	-3	4
15	-4	18	17	1
16	-12	11	-10	-3

The list goes on:
#	SMILES	TIM10 inh	beta cell repl	GRIN3A LBD mod	NLRP3 yeast inh	MPTP block
17	CC(C)(C)c1nnc(NS(=O)(=O)c2ccc([N+](=O)[O-])cc2)s1	-13	1	-1	16	-1.3
18	Cc1cccc(C(=O)Nc2ccc3c(c2)nc(C)n3C)c1	14	-2	1	20	0.5
19	CC(C)OC(=O)CCC(=O)Nc1nc2ccccc2s1	9	-1	2	13	-0.7
20	CCOc1ccc(NS(=O)(=O)c2ccc(C(=O)NC3CCC(O)CC3)cc2)cc1 (stereo unspecified)	-20	0	-1	24	0.3
21	O=C(N/C(=C/c1ccco1)C(=O)N1CCOCC1)c1ccc([N+](=O)[O-])cc1	1	4	-1	14	-1.1
22	O=C(CSc1nnc(-c2ccc([N+](=O)[O-])cc2)o1)Nc1ccccn1	-38	-6	1	4	-1.9
23	Cn1c(CNC(=O)c2ccc3c(c2)OCO3)nnc1SCC(=O)Nc1ccccc1Cl	3	1	-2	13	-1.8
24	COCC(=O)N(C)CC1CCCN(CCc2ccccc2OC)C1 (stereo unspecified)	6	-3	0	14	0.3

#	APJ antagonist	tim23-1 inh	tim10-1 inh	APJ ag
17	-9	-4	-4	4
18	16	21	8	-5
19	2	20	19	1
20	-51	-4	-13	8
21	3	12	0	6
22	-5	-27	-43	1
23	6	-5	-4	1
24	-6	12	6	-2

Going on with the list:
#	SMILES	TIM10 inh	beta cell repl	GRIN3A LBD mod	NLRP3 yeast inh	MPTP block
25	O=C(CN1C(=O)C2C3C=CC(C3)C2C1=O)OCC(=O)c1ccc(Cl)c([N+](=O)[O-])c1 (stereo unspecified)	1	-7	-2	9	0.4
26	CCOC(=O)C(NC(=O)c1ccc(F)cc1)(Nc1sc2c(c1C(N)=O)CCC2)C(F)(F)F (stereo unspecified)	-12	-6	-1	15	2.4
27	O=C1c2ccccc2C(=O)N1CC1=CCS(=O)(=O)C1	-8	-2	-3	10	-0.5
28	Cc1ccc2oc(=O)c(/C=C(\O)c3ccccc3)nc2c1	4	-3	1	13	2.3
29	CCNC(=O)c1c(O)c2cccc3c2n(c1=O)CC3	4	-8	0	33	-2.4
30	Cc1cc(C)n(-c2cc(N3CCOCC3)nc(-c3ccccc3)n2)n1	26	-1	4	6	1.9
31	Cc1ccc2nc(-c3ccc(S(=O)(=O)N4CCCCC4)cc3)cn2c1	29	0	0	22	-0.5
32	COc1ccccc1CNC(=O)c1ccc2nc3[nH]c4ccccc4c3nc2c1	-13	0	-8	14	1.5

#	APJ antagonist	tim23-1 inh	tim10-1 inh	APJ ag
25	81*	14	19	-38
26	3	16	13	-2
27	-2	1	1	3
28	4	18	-13	-1
29	19	14	10	-3
30	12	36	52*	-2
31	-30	22	33	8
32	-1	-14	9	-2

Next entries.
#	SMILES	TIM10 inh	beta cell repl	GRIN3A LBD mod	NLRP3 yeast inh	MPTP block
33	Cc1cccc(OCC(=O)Nc2ccccc2N2CCN(C)CC2)c1	-19	-1	-1	17	-1.3
34	O=C(O)CCc1nn2c3ccccc3n(CC(=O)c3cccs3)c2nc1=O	-5	-2	1	20	-3.8
35	O=S(=O)(/C=C/c1ccccc1)N1CCOCC1	-8	-2	2	3	1.1
36	COc1cccc(S(=O)(=O)Nc2ccc3sc(C)nc3c2)c1	7	0	3	4	15
37	Cc1cccc(N2CC(O)=C(c3nc4ccccc4n3C)C2=N)c1	5	6	1	5	-1.1
38	CNC(=O)c1cc(S(=O)(=O)N2CC(C)OC(C)C2)ccc1N1CCOCC1 (stereo unspecified)	12	-3	0	-5	0.2
39	CSc1ccc(CN(C)C(=O)c2cccc(S(=O)(=O)N3CCN(Cc4ccccc4)CC3)c2)cc1	11	-5	0	19	27
40	COc1ccc([N+](=O)[O-])cc1NC1C2CC3CC(C2)CC1C3 (stereo unspecified)	-3	-1	0	12	-0.7

#	APJ antagonist	tim23-1 inh	tim10-1 inh	APJ ag
33	1	-5	-18	-1
34	2	12	23	5
35	9	12	6	-4
36	7	21	1	-3
37	11	0	6	-2
38	22	13	5	5
39	-31	21	23	-1
40	6	4	-2	-6

The listing continues:
#	SMILES	TIM10 inh	beta cell repl	GRIN3A LBD mod	NLRP3 yeast inh	MPTP block
41	Cc1ccc(CN2C3=NCCN3c3ccccc32)cc1	-6	2	-1	-7	3.7
42	CC(C)(C)c1nc2ccccc2c2nnc(SCC(=O)NCc3ccco3)n12	33	3	1	-3	-2.8
43	O=[N+]([O-])c1ccccc1OCCCN1CCc2ccccc2C1	-9	-2	0	8	0.2
44	CCN(CC)CCCNC(=O)c1cc(-c2ccc(O)cc2)on1	-3	4	-4	12	-2.5
45	COc1ccc([C@H]2[C@H](C(=O)C(C)(C)C)N3N=Cc4ccccc4C3[C@]23N=C(c2ccccc2)OC3=O)cc1 (stereo partly specified)	26	-5	2	-6	1.8
46	Cc1cccc(NC(=O)COC(=O)c2ccc3nc(C)c(C)nc3c2)c1	1	2	-1	10	1.1
47	O=C(Nc1ncccc1O)c1cccc(S(=O)(=O)N2CCCC2)c1	17	-1	2	1	-0.6
48	CC(C)NC(=O)CCCc1ccccc1	-22	-1	0	0	-1.4

#	APJ antagonist	tim23-1 inh	tim10-1 inh	APJ ag
41	23	-10	2	-1
42	-4	33	36	-5
43	17	0	6	-1
44	3	8	4	2
45	7	26	37	-1
46	3	2	-1	0
47	-38	10	9	-3
48	6	-6	6	0

Additional entries
#	SMILES	TIM10 inh	beta cell repl	GRIN3A LBD mod	NLRP3 yeast inh	MPTP block
49	COc1cc(NC(=O)COC(=O)Cn2cnc3c2c(=O)n(C)c(=O)n3C)cc(OC)c1	-5	-1	1	5	-0.2
50	Nc1cc(Cl)ccc1C(=O)OCC(=O)NCC1CCCO1 (stereo unspecified)	-6	1	0	20	-0.9
51	Cc1cc(Br)ccc1NC(=O)CNC(=O)CNc1cccc([N+](=O)[O-])c1	-6	-2	-6	10	-0.7
52	Cc1ccc(/C=C(\C#N)C(=O)Nc2cccc(C)n2)cc1	19	-4	3	7	-0.1
53	Cc1ccc(C(=O)NCC(=O)NCC(=O)OCC(=O)c2ccc(F)cc2)cc1	3	0	0	5	6.2
54	CCOC(=O)C(NC(=O)c1cccc(Cl)c1)(Nc1sc2c(c1C(N)=O)CCC2)C(F)(F)F (stereo unspecified)	20	-6	0	-2	4.8
55	COc1ccc(NC(=O)N(C)C[C@H]2Oc3ccc(NS(=O)(=O)c4cccs4)cc3C(=O)N([C@H](C)CO)C[C@@H]2C)cc1	1	-2	-5	6	-1.5
56	COc1ccccc1NC(=O)Nc1ccc2c(c1)nc(C)n2C	-9	-6	0	1	-0.3

#	APJ antagonist	tim23-1 inh	tim10-1 inh	APJ ag
49	0	-7	-10	1
50	0	4	-6	-5
51	9	11	3	-2
52	-12	44	33	-2
53	-5	10	-4	4
54	18	16	19	-3
55	0	-2	-4	-3
56	-8	1	6	-2

More entries
#	SMILES	TIM10 inh	beta cell repl	GRIN3A LBD mod	NLRP3 yeast inh	MPTP block
57	COc1ccc(-c2[nH]nc(-c3ccccc3)c2-c2nc3ccccc3[nH]2)cc1	25	-4	-3	6	-0.5
58	N#Cc1c(-c2ccccc2)cc2nc3ccccc3n2c1N	2	-2	-30	8	2.8
59	Cc1ccc(C)c(OCCN2C(=O)NC3(CCc4ccccc4C3)C2=O)c1 (stereo unspecified)	28	0	0	4	-1.2
60	C=C1C(=O)O[C@@H]2C[C@@H](C)[C@@H]3C=CC(=O)[C@@]3(C)[C@@H](OC(C)=O)[C@H]12	29	-7	-15	7	/

#	APJ antagonist	tim23-1 inh	tim10-1 inh	APJ ag
57	-7	23	23	-5
58	-17	-1	10	4
59	-5	39	22	0
60	46*	26	32	-10

Screening data deposited in PubChem by Sanford-Burnham Center for Chemical Genomics.
